Compound activity deposited in PubChem by Sanford-Burnham Center for Chemical Genomics.
APJ antag: antagonists of human apelin receptor APJ, primary screen, CHO-K1 cells, beta-arrestin complementation, luminescence; AID 2521, 2010; P35414; 330,000 compounds, 0.32% hits; inhibition, % at 20 µM;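 active means inhibition above about 40% at 20 µM, limit read from the data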;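 further: cells challenged with 10 nM apelin-13 agonist together with compound; plate controls were apelin-13 plus DMSO wells for no effect and DMSO wells lacking apelin-13 for full effect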
Target sequence (P35414 whole entry, looked up): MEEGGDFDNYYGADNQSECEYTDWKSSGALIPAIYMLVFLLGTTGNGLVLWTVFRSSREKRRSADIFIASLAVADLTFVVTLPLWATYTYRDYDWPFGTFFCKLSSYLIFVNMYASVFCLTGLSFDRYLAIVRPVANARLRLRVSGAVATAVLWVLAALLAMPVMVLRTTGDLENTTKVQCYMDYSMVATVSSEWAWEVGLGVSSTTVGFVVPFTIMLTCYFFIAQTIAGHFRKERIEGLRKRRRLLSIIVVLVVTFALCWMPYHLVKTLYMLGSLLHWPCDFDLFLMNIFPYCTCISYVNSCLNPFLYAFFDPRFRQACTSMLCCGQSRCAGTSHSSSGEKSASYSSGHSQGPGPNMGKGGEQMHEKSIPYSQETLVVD
APJ ag: agonists of human apelin receptor APJ, primary screen, CHO-K1 cells, PathHunter beta-arrestin, luminescence | P35414 | 0% DMSO wells, 100% apelin | 330,000 compounds, 0.11% hits | AID 2520, 2010 | activation, % at 20 µM;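 active means activation more than six SD over the plate average, tested at 20 µM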;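 further: 0% = DMSO alone and 100% = apelin-13 at 10 nM; some results filed as inactive read as strong as hits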
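Test system: CHO-K1 APJ beta-arrestin complementation cell line. Amount: cell density 1000 per well. Controls: DMSO negative, 10 nM Apelin-13 positive. Signal: luminescent beta-gal fragment complementation, chemiluminescent substrate. Read-out basis: agonist-driven arrestin binding to APJ. Timing: compound stimulation 90 min at 25 °C, detection 60 min.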
Mdm2 MdmX PPI: inhibitors of human Mdm2-MdmX association, primary screen, cell-based, luminescence, split luciferase, SaOS-2, uHTS. inhibition, % at 8 µM. AID 485346, 2010. 330,000 compounds, 3% hits. SaOS-2 split-luciferase Mdm2/MdmX complementation. Protein Mdm4 (Homo sapiens) + E3 ubiquitin-protein ligase Mdm2 (Homo sapiens), …;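 active means inhibition of at least 50% at 8 µM in the primary screen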
CHOP UPR activ: activators of apoptotic CHOP UPR arm, primary screen, cell-based, CHO-CHOP luciferase reporter, luminescence, uHTS. UPR activation; percent of tunicamycin response over DMSO baseline. AID 449763, 2010. 330,000 compounds, 0.34% hits. activation, % at 10 µM;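 active means at 10 µM dose, activation of 40% or more, normalized to positive control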;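 further: 100% = tunicamycin at 10 µg/mL and 0% = DMSO alone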
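measured by = luciferase luminescence | assay system = CHO-CHOP cells, stable luciferase reporter of PERK-eIF2a-CHOP signalling | amount = 500 reporter cells seeded per well | timing = 6 h compound exposure at 37 °C after overnight seeding | controls = positive tunicamycin 10 µg/mL, negative DMSO alone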
tim23-1 inh: growth inhibitors of tim23-1 mutant yeast, primary screen, luminescence, uHTS | AID 463212, 2010 | 330,000 compounds, 1.3% hits | S. cerevisiae tim23-1 growth, BacTiter-Glo luminescence, 24 h | inhibition, % at 20 µM;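 active means growth inhibition of the mutant yeast at or above 50%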;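 further: temperature-sensitive mutant grown at 25 °C; plate controls were DMSO-treated mutant yeast for no effect and medium wells lacking yeast for full effect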
697 NFkB inh: inhibitors of PMA/ionomycin-induced NF-kB reporter, 697 cells, primary screen, B-cell NF-kB inhibitor project, cell-based, luminescence, uHTS; 697 B-cell NF-kB luciferase reporter, 16 h; inhibition, % at 4 µM; 330,000 compounds, 0.33% hits; in the data active means inhibition above about 35%
UPR XBP1 act: activators of adaptive XBP1 UPR arm, primary screen, cell-based, CHO-XBP1 luciferase reporter, luminescence, uHTS; activation, % at 20 µM; IRE1-XBP1 UPR activation; percent of tunicamycin response, DMSO as zero; 330,000 compounds, 0.33% hits;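 active means versus positive control, 20 µM dose yields 30% or more activation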;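 further: 100% = tunicamycin at 10 µg/mL and 0% = DMSO only wells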
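Material: CHO cell line with stable XBP1 luciferase reporter; buffer or medium: F12 medium containing 10% fetal bovine serum; compound: single point, 20 µM final compound, 1% DMSO; incubation: 6 h treatment, 37 °C; measured by: glow luminescence from Steady-Glo reagent; evaluation: activation, % of tunicamycin; control set: tunicamycin high, DMSO low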
Jurkat NFkB inh: inhibitors of induced NF-kB luciferase reporter, primary screen, TCR NF-kB activation inhibitor project, cell-based, luminescence, uHTS; 330,000 compounds, 0.53% hits; AID 435003, 2010; inhibition, % at 4 µM; Jurkat, PMA/ionomycin-induced NF-kB luciferase reporter; in the data active means inhibition above about 50%
Starred values were filed as active, the others as inactive; i = inactive.

Order of values: APJ antag	APJ ag	Mdm2 MdmX PPI	CHOP UPR activ	tim23-1 inh	697 NFkB inh	UPR XBP1 act	Jurkat NFkB inh
COc1cc(-c2nnn(CC(=O)NC3CCS(=O)(=O)C3)n2)ccc1OCc1ccccc1 (centres undefined)
 : -11	0	-36	2.9	-4	-52	-1	-36
Clc1ccc(-c2ccc(SCc3ccccn3)nn2)cc1
 : -36	5	-158	6.0	4	-148	4	-75
Cc1cc(N2Cc3ccccc3C2)ccc1C=O
 : -3	-2	-14	3.5	22	-126	-3	-44
O=C(NCCc1ccccc1)/C(=C\c1ccccc1)NC(=O)c1ccco1
 : 11	2	19	2.0	-6	3	-3	-10
O=C(O)c1cn(-c2ccccc2)nc1C(=O)O
 : 5	6	10	-0.3	5	-38	2	-15
CCCn1c(=O)c(C(=O)NNC(=O)Cc2ccccc2)c(O)c2ccccc21
 : 1	-3	22	0.5	-18	-1	1	21
O=C(/C=C/c1cccc([N+](=O)[O-])c1)NC(=S)Nc1cccc(NC(=O)c2ccccc2Cl)c1
 : 14	0	37	1.4	25	12	-1	18
COc1ccc(CCN2CC(C(=O)N(C)Cc3ccc(C)o3)CCC2=O)cc1 (centres undefined)
 : 9	-3	-16	3.7	5	-53	-1	-29
O=C(COC(=O)/C=C/c1ccc(Br)o1)NCCCN1CCCC1=O
 : 14	-2	5	-1.0	4	15	2	9
Fc1ccc(/C=N/NC(=S)Nc2cccnc2)cc1F
 : 9	-2	-9	-1.6	0	8	6	2
CC(=O)c1c(C)[nH]c(C(=O)N(C)CC(=O)Nc2ccc(Cl)c(C(F)(F)F)c2)c1C
 : 1	4	18	0.9	7	-15	-1	7
CS/C(=C\[N+](=O)[O-])Nc1ccc(OC(F)(F)F)cc1
 : 11	-3	-11	0.4	44	31	-1	8
CC12CCC(C(=O)Nc3ccccc3)(C(Br)C1=O)C2(C)C (centres undefined)
 : 3	0	-12	1.5	14	25	-3	14
Cc1ccc(S(=O)(=O)NCC(=O)OCN2C(=O)c3ccccc3C2=O)cc1
 : 19	-2	-1	-0.7	16	-3	-4	1
O=C(COC(=O)c1ccccc1[N+](=O)[O-])c1ccc(C2CCCCC2)cc1
 : 5	-3	37	-5.5	5	-27	-5	-1
O=C(C[C@@H]1C/C=C\CCC(=O)OC[C@@H]2CCCN2C1=O)N[C@H](CO)Cc1ccccc1
 : -19	-3	5	0.5	9	-11	-3	1
O=c1[nH]cnc2ccc([N+](=O)[O-])cc12
 : -12	-1	1	-0.9	-10	0	-2	8
COc1ccc(-n2c(=S)[nH]c3cc(C(=O)NCc4ccco4)ccc3c2=O)c(OC)c1
 : 5	12	2	-1.3	21	-17	-1	-4
O=C(CC1SC(=Nc2ccccc2)N(Cc2ccccn2)C1=O)Nc1ccc(Br)cc1 (centres undefined)
 : -17	1	-3	2.9	31	-18	0	-1
O=C(NCc1ccco1)N1c2ccccc2Sc2ccccc21
 : 12	-2	-1	-0.5	22	10	-3	5
Cc1ccc(-n2nc3ccc(NC(=O)c4ccco4)cc3n2)cc1
 : -16	-2	-60	2.5	36	-79	0	-69
COc1ccc2c(C)cc(SCC(=O)NCC3CCCO3)nc2c1 (centres undefined)
 : -2	-4	-10	0.3	25	13	-1	15
O=C(COc1ccc(S(=O)(=O)NCc2ccccc2)cc1Cl)NCc1ccncc1
 : 12	1	-2	1.6	5	-6	-4	-6
Cc1ccc(-c2csc(NC(=O)CCNC(=O)c3ccco3)n2)cc1
 : -2	6	-22	1.9	10	-11	0	-8
c1cnc2ccc(-c3ccc4ncccc4c3)cc2c1
 : -2	2	-6	-0.2	26	-346	-4	-171
O=C(NC1CCN(Cc2ccccc2)CC1)c1cccc(S(=O)(=O)Nc2ccc(SC(F)F)cc2)c1
 : -4	-1	18	-0.7	2	-21	-5	9
Cc1ccc(-c2nnc(-c3ccccc3Br)o2)cc1
 : 13	2	-236	4.3	28	-277	-9	-129
Cc1ccc(NC(=O)CSc2ncc3ccccn23)cc1
 : 14	-4	-25	1.9	20	-7	5	-14
CCN(C(=O)CCN1C(=O)/C(=C/c2ccccc2)SC1=S)C1CCS(=O)(=O)C1 (centres undefined)
 : 3	5	47	4.8	15	19	-1	-10
CC1Cc2ccccc2N1C(=O)CCN1C(=O)C2C3C=CC(C3)C2C1=O (centres undefined)
 : 5	3	6	-1.3	11	8	-3	-11

A few values from above.
Cc1ccc(-c2nnc(-c3ccccc3Br)o2)cc1 in APJ ag is entered as 2
O=C(NC1CCN(Cc2ccccc2)CC1)c1cccc(S(=O)(=O)Nc2ccc(SC(F)F)cc2)c1 in tim23-1 inh is entered as 2

The list goes on.
Order of values: APJ antag	APJ ag	Mdm2 MdmX PPI	CHOP UPR activ	tim23-1 inh	697 NFkB inh	UPR XBP1 act	Jurkat NFkB inh
CCc1nnc(NC(=O)c2ccc(NS(=O)(=O)c3ccccc3)cc2)s1
 : -1	0	3	-1.6	10	-11	1	-7
C#CCn1c(S(=O)(=O)Cc2ccc(C)cc2)nc(-c2ccccc2)c1-c1ccccc1
 : 12	-3	95*	4.2	33	i	0	-114
COc1ccc(N2CCN(C(CNC(=O)C(=O)NCCc3c[nH]c4ccccc34)c3ccco3)CC2)cc1 (centres undefined)
 : 1	0	18	1.8	7	-48	-1	-2
COC(=O)c1nn(-c2ccccc2)c(-c2ccccc2)c1C(=O)c1ccccc1
 : -11	-2	17	-1.1	30	11	-3	-5
O=C(CN1CCN(c2ncccn2)CC1)N1CCCc2c1c(=O)oc1ccc(O)cc21
 : 10	2	9	-0.5	14	8	1	8
CCN1C(=O)C2C(c3cccc(F)c3)NC(CC)(C(=O)OC)C2C1=O (centres undefined)
 : -15	3	-19	-0.4	14	-3	-1	-2
CCOCCCNC(=O)c1cccc(OC2CCN(S(C)(=O)=O)CC2)c1
 : 15	-1	-57	6.4	-1	-105	0	-73
Cc1nc(C(=O)O)sc1C1(C)CC(c2cccc([N+](=O)[O-])c2)=NO1 (centres undefined)
 : -11	9	11	0.3	7	10	0	0
Cc1ccc2c(C)c(C(=O)N3CCC(N4CCC(C(=O)NC5CC5)CC4)CC3)oc2c1
 : -7	-3	3	0.6	11	-20	3	2
Cc1ccccc1SCC(=O)Nc1cc(C(F)(F)F)ccc1N1CCOCC1
 : 14	10	27	7.3	35	-15	11	4
NC(=O)c1ccsc1NC(=O)c1cc(=O)c2ccccc2o1
 : 21	-6	-66	2.8	-9	-126	4	-104
Cn1c(=O)c2c(nc(NCCCN3CCOCC3)n2Cc2ccc(Cl)cc2)n(C)c1=O
 : 16	-2	21	-1.1	8	11	4	-10
CCOC(=O)N1CCN(C(=O)Nc2ccc3nc(C)c(C)nc3c2)CC1
 : -8	-1	17	0.3	4	37*	-2	-4
COc1ccc(CCNC(=O)CCc2cn(C)c3ccccc23)c(OC)c1
 : 7	-1	18	0.8	23	6	-4	8
COC(=O)C[C@H]1c2cc(F)ccc2S(=O)(=O)N1Cc1ccccc1
 : 12	2	13	-1.9	19	-2	2	9
CC(=O)NC(C1C(=O)CC(C)(C)CC1=O)(C(F)(F)F)C(F)(F)F
 : 18	-4	-5	-0.8	-11	25	-2	-11
N#CCCn1nc(-c2ccccc2)cc1Nc1ccccc1NC(=O)C(F)(F)F
 : 3	-3	4	4.7	7	-17	-2	3
O=c1c(Cc2ccc(F)cc2)c(O)ccn1Cc1cccc(Cl)c1
 : 4	0	13	-0.7	-2	-4	-3	-7
CS(=O)(=O)Nc1ccc(C(=O)Nc2cccc([N+](=O)[O-])c2)cc1
 : 7	-3	3	1.1	5	-12	-3	-18
O=C(NCc1ccco1)c1cccc(S(=O)(=O)N2CCOCC2)c1
 : 7	-4	6	-0.9	-3	21	0	13
CCOc1ccc(CN2CCNC(=O)C2CC(=O)NCCCOc2cccnc2)cc1 (centres undefined)
 : 15	-5	15	-1.8	10	-10	-2	18
COc1ccc(C(=O)CCC(=O)O)c(C)c1
 : -10	0	2	-1.0	-16	20	2	9
O=C(Cn1nc(-c2ccco2)ccc1=O)Nc1cc(C(F)(F)F)ccc1Cl
 : 1	2	21	2.2	26	5	-4	19
c1coc(CNc2nc(-c3cccs3)cs2)c1
 : 8	-1	-1	3.2	23	1	-1	-2
Cc1ccc(NC(=S)NC(CO)C(O)c2ccc([N+](=O)[O-])cc2)cc1 (centres undefined)
 : 15	-1	15	-2.1	10	11	-4	-5
O=C1/C(=C/C=C/c2ccccc2)Oc2c1ccc(O)c2CN1CCN(CCO)CC1
 : -6	-1	37	0.4	12	11	1	7
O=C(COc1ccc([N+](=O)[O-])cc1)Nc1cc(S(=O)(=O)N2CCCCC2)ccc1N1CCCCC1
 : 0	5	18	1.0	4	2	-2	2
S=c1[nH]nc(Cc2sc(-c3ccccc3)nc2-c2ccccc2)o1
 : 12	2	-8	1.1	18	-8	-4	-11
COc1cccc2sc(N(CCN(C)C)C(=O)c3ccc(S(=O)(=O)N4CCCC4)cc3)nc12
 : 18	-4	14	1.0	9	-23	-5	-18

12 entries from above in another layout:
smiles	APJ antag	APJ ag	Mdm2 MdmX PPI	CHOP UPR activ	tim23-1 inh	697 NFkB inh	UPR XBP1 act	Jurkat NFkB inh
O=c1c(Cc2ccc(F)cc2)c(O)ccn1Cc1cccc(Cl)c1	4	0	13	-0.7	-2	-4	-3	-7
CS(=O)(=O)Nc1ccc(C(=O)Nc2cccc([N+](=O)[O-])c2)cc1	7	-3	3	1.1	5	-12	-3	-18
O=C(NCc1ccco1)c1cccc(S(=O)(=O)N2CCOCC2)c1	7	-4	6	-0.9	-3	21	0	13
CCOc1ccc(CN2CCNC(=O)C2CC(=O)NCCCOc2cccnc2)cc1 (centres undefined)	15	-5	15	-1.8	10	-10	-2	18
COc1ccc(C(=O)CCC(=O)O)c(C)c1	-10	0	2	-1.0	-16	20	2	9
O=C(Cn1nc(-c2ccco2)ccc1=O)Nc1cc(C(F)(F)F)ccc1Cl	1	2	21	2.2	26	5	-4	19
c1coc(CNc2nc(-c3cccs3)cs2)c1	8	-1	-1	3.2	23	1	-1	-2
Cc1ccc(NC(=S)NC(CO)C(O)c2ccc([N+](=O)[O-])cc2)cc1 (centres undefined)	15	-1	15	-2.1	10	11	-4	-5
O=C1/C(=C/C=C/c2ccccc2)Oc2c1ccc(O)c2CN1CCN(CCO)CC1	-6	-1	37	0.4	12	11	1	7
O=C(COc1ccc([N+](=O)[O-])cc1)Nc1cc(S(=O)(=O)N2CCCCC2)ccc1N1CCCCC1	0	5	18	1.0	4	2	-2	2
S=c1[nH]nc(Cc2sc(-c3ccccc3)nc2-c2ccccc2)o1	12	2	-8	1.1	18	-8	-4	-11
COc1cccc2sc(N(CCN(C)C)C(=O)c3ccc(S(=O)(=O)N4CCCC4)cc3)nc12	18	-4	14	1.0	9	-23	-5	-18

Rows were taken by chance; about 5% have a hit in one of these screens.
